Furin inhibitor: inhibitors of human furin; actives 0.061% (n = 220,000); AID 463115; purified furin, fluorogenic substrate cleavage; inhibition, % at 30 µM; in the data active = inhibition above about 25%; also: inactives centre near -15
Target sequence (P09958 108-714 limits assumed): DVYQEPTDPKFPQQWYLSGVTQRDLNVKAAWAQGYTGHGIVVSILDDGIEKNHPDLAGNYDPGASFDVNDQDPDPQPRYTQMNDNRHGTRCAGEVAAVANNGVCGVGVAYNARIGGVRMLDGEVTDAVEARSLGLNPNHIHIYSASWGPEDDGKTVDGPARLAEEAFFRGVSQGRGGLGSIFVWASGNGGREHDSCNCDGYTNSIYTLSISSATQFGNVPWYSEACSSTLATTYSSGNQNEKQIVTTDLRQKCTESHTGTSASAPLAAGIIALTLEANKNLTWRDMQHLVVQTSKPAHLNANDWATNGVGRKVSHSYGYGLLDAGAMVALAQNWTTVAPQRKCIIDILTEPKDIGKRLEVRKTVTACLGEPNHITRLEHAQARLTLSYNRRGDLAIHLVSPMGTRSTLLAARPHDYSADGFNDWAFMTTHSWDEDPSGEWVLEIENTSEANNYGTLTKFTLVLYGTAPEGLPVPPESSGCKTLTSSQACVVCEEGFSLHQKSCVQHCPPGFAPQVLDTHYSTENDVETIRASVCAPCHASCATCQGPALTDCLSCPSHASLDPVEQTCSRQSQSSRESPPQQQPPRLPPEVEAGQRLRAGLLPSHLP
p97 inhibitor: inhibitors of human p97 ATPase; AID 1481; inhibition, % at 8 µM; actives 0.42% (n = 220,000); recombinant p97 ATPase, Kinase-Glo ATP luminescence, 3 h; P55072; in the data active = inhibition above about 15%;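 also: 0% = DMSO vehicle and 100% = wells lacking enzyme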
Calpain2 inh: calpain II (pig) inhibition | purified calpain II, fluorogenic peptide substrate, 30 min | inhibition, % at 16 µM | actives 0.37% (n = 220,000) | AID 1236;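 active = inhibition above about 50%, limit read from the data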
Runt-SMMHC FRET: inhibitors of human RUNX1 Runt domain binding to CBFb-SMMHC; inhibition, % at 20 µM; AID 1434; actives 0.74% (n = 220,000); Cerulean-Runt/Venus-CBFb-SMMHC FRET ratio 530/480, 1 h;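 active = mean inhibition across duplicate retests at 20 µM reaching about 50%, limit read from the data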;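 also: 0% = DMSO wells and 100% = wells with excess untagged CBFb-SMMHC; inhibitors lower the FRET ratio by blocking Runt binding to CBFb-SMMHC; some results filed as inactive read as strong as hits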
NCF1 inh: inhibitors of human p47phox binding | inhibition, % at 24.7 µM | AID 1274 | actives 0.53% (n = 220,000) | p47phox/p22phox peptide binding, fluorescence polarization, 2 h;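 active = inhibition above about 30%, limit read from the data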;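 also: 0% = p47phox with labelled peptide and 100% = labelled peptide alone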
RBBP9 inhibitor: human RBBP9 hydrolase inhibition; actives 0.2% (n = 220,000); inhibition, % at 7.94 µM; O75884; recombinant RBBP9, FP-Rh probe fluorescence polarization; AID 1515;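 active = inhibition above the campaign mean of all tested compounds plus 3 SD, cut at about 14% in these data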;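 also: plate controls were DMSO wells with RBBP9 for no effect and wells lacking RBBP9 protein for full effect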
Target sequence (O75884 whole entry, looked up): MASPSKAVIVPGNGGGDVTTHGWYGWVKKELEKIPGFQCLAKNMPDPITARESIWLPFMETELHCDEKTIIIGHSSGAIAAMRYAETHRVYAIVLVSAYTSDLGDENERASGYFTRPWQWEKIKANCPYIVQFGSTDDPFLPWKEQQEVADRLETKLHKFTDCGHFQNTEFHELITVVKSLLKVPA
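Assay system: recombinant human RBBP9; Reagent: Serine-hydrolase probe FP-Rh, 375 nM pre-mixing; Doses: 7.94 µM single dose, 0.794% DMSO; Incubation: 30 min then 45 min, 25 °C; Detection: fluorescence polarization (mP), excitation 525 nm, emission 598 nm; Evaluation: percent inhibition from mP, scaled between DMSO and no-protein wells.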
TbHK1 inh: blocks Trypanosoma brucei hexokinase 1 activity. recombinant TbHK1, G6PDH-coupled NADH A340. inhibition, % at 10 µM. actives 0.11% (n = 220,000);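 active = inhibition of 50% or more in the single-dose primary screen; inactive = inhibition below 50%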
Runt-CBFb FRET: blocks binding of human RUNX1 Runt domain to CBFb. Q01196+Q13951. Cerulean-Runt/Venus-CBFb FRET ratio 530/480, 1 h. inhibition, % at 20 µM. actives 0.46% (n = 220,000). AID 1496;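 active = inhibition over about 50% at 20 µM in the single-dose screen, limit read from the data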;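 also: 0% = DMSO wells and 100% = excess unlabeled CBFb competitor control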
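Doses: 20 µM compound in 1% DMSO | Material: Cerulean-labeled Runt domain protein | Amount: Each fluorescent fusion protein 100 nM | Schedule: Two 1 h room-temperature incubations shielded from light | Measured by: FRET fluorescence | Evaluation: Loss of energy transfer signal | Controls: Unlabeled CBFb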
EBV gp42 block: EBV gp42 inhibition; actives 0.42% (n = 220,000); AID 1085; inhibition, % (tested at 21.74 µM); Q1HVG2; Fluorescence polarization binding assay, mP read-out; in the data active = inhibition above about 50%
Target sequence (Q1HVG2 whole entry, looked up): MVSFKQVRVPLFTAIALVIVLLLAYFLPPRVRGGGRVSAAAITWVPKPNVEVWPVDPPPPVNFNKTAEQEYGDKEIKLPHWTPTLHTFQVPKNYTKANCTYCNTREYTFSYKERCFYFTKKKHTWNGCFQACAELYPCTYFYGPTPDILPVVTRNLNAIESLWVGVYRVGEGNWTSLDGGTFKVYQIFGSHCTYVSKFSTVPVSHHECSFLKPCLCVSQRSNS
* hit, by the source's call; i = inactive; · = no result given; [ ] = remark or other dose. Rows were taken by chance, and some 2.7% of all compounds hit somewhere here.

Calpain2 inh | Runt-CBFb FRET | RBBP9 inhibitor | p97 inhibitor | NCF1 inh | Runt-SMMHC FRET | EBV gp42 block | TbHK1 inh | Furin inhibitor | compound
17 | -1 | -7 | 3 | 2 | 1 | -11 | -4 | -28 | CN(C)[C@@H](CO)c1nnc([C@H](Cc2ccc(O)cc2)NC(=O)C2CCNCC2)o1
16 | 0 | -10 | -2 | -4 | 3 | -29 | -6 | -30[20 µM] | O=C(NC1CCCCCCC1)c1ccc(S(=O)(=O)N2CCCC2)cc1
-24 | 27 | -7 | 2 | -12 | 3 | -15 | -22 | 1[20 µM] | Cc1ccc(C(=O)Nc2c(-c3cccs3)c(=O)c3ccccc3n2C)cc1
0 | · | -6 | -4 | -15 | 2 | -14 | -5 | -9 | CCOC(=O)N1CCN(C(=O)CSCc2ccc(Cl)cc2)CC1
-65 | 2 | 0 | -3 | -102 | 2 | -18 | -9 | -10[20 µM] | N#Cc1c(NC(=O)c2ccc(Cn3cc(Br)cn3)o2)sc2c1CCCCCC2
13 | 0 | -2 | 1 | -7 | 1 | -5 | 9 | -8[20 µM] | Cc1ccc(C2CC(c3cccc(Br)c3)Nc3nnnn32)cc1 (stereo not given)
-15 | 0 | -3 | 2 | -19 | 0 | -27 | -13 | -2[20 µM] | Cc1nc2ccccn2c1C(=O)/C=C/c1ccc(F)cc1
6 | 0 | 1 | 1 | 0 | 0 | 4 | -25 | 7 | CC1CCN(C2(O)C(=O)Nc3ccc([N+](=O)[O-])cc32)CC1 (stereo not given)
-5 | 0 | 2 | 9 | -14 | -10 | -12 | -1 | -7 | NS(=O)(=O)c1ccc(CCNC(=O)CSc2ccc(Cl)cc2Cl)cc1
-26 | 2 | -1 | 1 | 1 | -7 | 9 | -18 | -19 | COc1cccc2c1OCC(C(=O)OCc1cccnc1)=C2

(listing goes on)
Calpain2 inh | Runt-CBFb FRET | RBBP9 inhibitor | p97 inhibitor | NCF1 inh | Runt-SMMHC FRET | EBV gp42 block | TbHK1 inh | Furin inhibitor | compound
5 | 0 | -4 | -2 | -18 | 1 | -9 | 0 | -12[20 µM] | O=C(COc1ccc(S(=O)(=O)NCc2ccccc2)cc1)NCC1CCCO1 (stereo not given)
5 | -1 | -2 | -3 | -3 | -2 | 11 | 1 | -17 | CC1CCN(C(=O)CSc2ccc(-c3cccc([N+](=O)[O-])c3)nn2)CC1
-12 | 6 | -5 | 5 | -1 | -2 | -29 | 0 | -23 | O=C(NCc1ccncc1)C(=O)NCc1ccco1
3 | 2 | -11 | 2 | -6 | 0 | -8 | 7 | -17 | Cc1ccc(-c2c[n+](CC(=O)Nc3c(C)cccc3C)c3n2CCC3)cc1
-6 | 7 | -6 | 4 | -9 | 2 | -3 | 2 | -13[20 µM] | CCC12CN3CC(CC)(CN(C1)C3c1c(O)ccc3ccccc13)C2=O (stereo not given)
14 | -1 | -3 | 3 | -1 | -2 | -5 | -1 | -28 | CC(=O)Nc1ccc(NC(=O)N2CCCCC2)cc1
28 | 4 | -9 | -2 | -1 | -5 | -6 | -4 | -24 | CC(C)(C)NC(=O)CCSc1nnc(-c2ccco2)o1
3 | 3 | -1 | 3 | -7 | -3 | -8 | -39 | -3 | COCCOc1cc2ncnc(N3CCC(C(=O)O)CC3)c2cc1OCCOC
16 | -3 | -6 | 1 | -6 | -2 | -9 | 6 | -27[20 µM] | Cc1ccc(CN(C(=O)c2ccco2)C(C(=O)NC2CCCC2)c2ccc(N3CCOCC3)cc2)cc1 (stereo not given)
25 | -1 | -4 | 5 | -2 | 0 | -13 | 1 | -25 | O=C(O)COCC(=O)Nc1ccc(-n2cnnn2)cc1

Other results follow.
Calpain2 inh | Runt-CBFb FRET | RBBP9 inhibitor | p97 inhibitor | NCF1 inh | Runt-SMMHC FRET | EBV gp42 block | TbHK1 inh | Furin inhibitor | compound
-27 | -3 | -8 | 4 | -15 | -2 | -6 | 0 | -32 | Nc1ccc(CCS(N)(=O)=O)cc1
6 | 0 | -13 | -6 | -13 | 2 | -12 | -2 | -12[20 µM] | O=C(Cc1ccc(Cl)cc1)Nc1ccc(N2CCN(C(=O)c3ccco3)CC2)c(Cl)c1
-7 | 14 | -14 | 10 | -7 | -4 | -6 | -3 | -29 | N#Cc1c(NC(=O)CCCC(=O)O)sc2c1CCCCC2
20 | -1 | -11 | 0 | -13 | -3 | -11 | -3 | 5 | O=C(O)CCn1cc(/C=C2\SC(=S)NC2=O)c(-c2ccccc2)n1
9 | 1 | -5 | -3 | -11 | -5 | -1 | 0 | -6[20 µM] | O=C(CCC1CCCCC1)NNC(=O)NC12CC3CC(CC(C3)C1)C2
-8 | 1 | 1 | -2 | -3 | 0 | 1 | -1 | 0[20 µM] | COc1ccc(C)cc1Cn1c(S(C)(=O)=O)nc2ccccc21
3 | 3 | -9 | 5 | 2 | 1 | 3 | 1 | -22 | O=C(Nc1cccc(NC(=O)c2cccs2)c1)c1cccnc1
-3 | -1 | -1 | 2 | -8 | -2 | -11 | -23 | -14 | O=C(/C=C/c1ccc([N+](=O)[O-])cc1)NCc1ccco1
-4 | 0 | -2 | 4 | 1 | 0 | -18 | -66 | -16 | COc1cc(C(=O)Nc2ccc3c(c2)Cc2ccccc2-3)cc(OC)c1OC
i | 3 | 0 | 4 | 0 | 8 | 5 | -1 | -31 | CCN(CC)C(=O)COc1ccc2c(c1)C(=O)CC(C)(C)O2

An excerpt from above in order of molar mass, falling:
Calpain2 inh | Runt-CBFb FRET | RBBP9 inhibitor | p97 inhibitor | NCF1 inh | Runt-SMMHC FRET | EBV gp42 block | TbHK1 inh | Furin inhibitor | compound
6 | 0 | -13 | -6 | -13 | 2 | -12 | -2 | -12[20 µM] | O=C(Cc1ccc(Cl)cc1)Nc1ccc(N2CCN(C(=O)c3ccco3)CC2)c(Cl)c1
-4 | 0 | -2 | 4 | 1 | 0 | -18 | -66 | -16 | COc1cc(C(=O)Nc2ccc3c(c2)Cc2ccccc2-3)cc(OC)c1OC
9 | 1 | -5 | -3 | -11 | -5 | -1 | 0 | -6[20 µM] | O=C(CCC1CCCCC1)NNC(=O)NC12CC3CC(CC(C3)C1)C2
-8 | 1 | 1 | -2 | -3 | 0 | 1 | -1 | 0[20 µM] | COc1ccc(C)cc1Cn1c(S(C)(=O)=O)nc2ccccc21
3 | 3 | -9 | 5 | 2 | 1 | 3 | 1 | -22 | O=C(Nc1cccc(NC(=O)c2cccs2)c1)c1cccnc1
i | 3 | 0 | 4 | 0 | 8 | 5 | -1 | -31 | CCN(CC)C(=O)COc1ccc2c(c1)C(=O)CC(C)(C)O2

Next section
Calpain2 inh | Runt-CBFb FRET | RBBP9 inhibitor | p97 inhibitor | NCF1 inh | Runt-SMMHC FRET | EBV gp42 block | TbHK1 inh | Furin inhibitor | compound
-29 | 58* | -3 | 5 | 0 | 86* | -12 | 28 | -4 | Cc1cc2c(c(=O)n1Cc1cccnc1)C(Cc1ccccc1)C(C#N)=C(N)O2 (stereo not given)
-7 | 2 | -7 | 1 | -7 | -6 | -5 | 0 | -27 | COC(=O)c1cccc(Oc2cccc(Cl)n2)c1
15 | 0 | -1 | -5 | 7 | 0 | -6 | 4 | -15 | CCOC(=O)C1CCN(c2ncnc3c(C)csc23)CC1
-1 | -1 | -1 | 3 | -2 | 1 | -15 | -4 | -28 | N/C(Cc1ccc([N+](=O)[O-])cc1)=N\OC(=O)COc1ccccc1Cl
-1 | -2 | -2 | -3 | -5 | 2 | -15 | 28 | -13 | CCn1c(COc2ccc(C)cc2)nnc1SCC(=O)Nc1ccc(S(N)(=O)=O)cc1
-6 | -1 | 1 | 2 | -11 | -6 | -13 | 1 | -17 | O=C(CSc1nnnn1-c1ccccc1)NC(=O)Nc1ccc2c(c1)OCCO2
-15 | 1 | -4 | 0 | -10 | -2 | 1 | -14 | -15 | COc1ccc(-n2c(Cc3cccn3C)nnc2SCC(=O)Nc2cccc(C)c2C)cc1
-34 | -1 | 3 | 1 | -6 | 75 | -9 | -12 | -30 | COc1ccc(C(c2oc(CO)cc(=O)c2O)c2oc(CO)cc(=O)c2O)cc1
-29 | -5 | -8 | 2 | -6 | -8 | -6 | -1 | -21 | O=C(NCCN1CCOCC1)c1cc2n(n1)C(C(F)(F)F)CC(c1ccc(F)cc1)N2 (stereo not given)
-26 | -2 | -8 | 4 | -1 | -1 | -1 | 2 | -30 | Cc1cc(C(=O)N2CCCC(CNS(=O)(=O)c3cccs3)C2)nn1C (stereo not given)

Whole records from above.
Listed for COc1ccc(-n2c(Cc3cccn3C)nnc2SCC(=O)Nc2cccc(C)c2C)cc1 = Calpain2 inh: -15; Runt-CBFb FRET: 1; RBBP9 inhibitor: -4; p97 inhibitor: 0; NCF1 inh: -10; Runt-SMMHC FRET: -2; EBV gp42 block: 1; TbHK1 inh: -14; Furin inhibitor: -15
Listed for COc1cccc2c1OCC(C(=O)OCc1cccnc1)=C2 = Calpain2 inh: -26; Runt-CBFb FRET: 2; RBBP9 inhibitor: -1; p97 inhibitor: 1; NCF1 inh: 1; Runt-SMMHC FRET: -7; EBV gp42 block: 9; TbHK1 inh: -18; Furin inhibitor: -19

Next part.
Calpain2 inh | Runt-CBFb FRET | RBBP9 inhibitor | p97 inhibitor | NCF1 inh | Runt-SMMHC FRET | EBV gp42 block | TbHK1 inh | Furin inhibitor | compound
-8 | · | -6 | 0 | -7 | -1 | 3 | -2 | -15 | O=C(CCNC(=O)Cn1cnc2ccccc2c1=O)NCC1COc2ccccc2O1 (stereo not given)
3 | 2 | -11 | -9 | 1 | -3 | -6 | -24 | 5 | COC(=O)/C=C1\NCCNC1=O
i | 12 | 2 | 22* | -7 | 45 | 0 | -13 | -70 | C=CCn1c(N)c(C(=O)OCC(C)C)c2nc3ccccc3nc21
-24 | -1 | -4 | -6 | -7 | 1 | -5 | -11 | -10 | Cc1ccc(-n2cnc3c(sc4nccc(N(C)C)c43)c2=O)cc1
5 | -3 | -6 | 4 | 24 | 1 | -2 | -1 | -18 | COc1cc(S(=O)(=O)Nc2ccncc2)ccc1F
-85 | 0 | -10 | -3 | -7 | 4 | -5 | -11 | -13 | CCOc1ccc(-c2nc(CN3CCCCC3CCn3cccn3)c(C)o2)cc1 (stereo not given)
-8 | 1 | -3 | 2 | 5 | -4 | -4 | -7 | -14 | CNC(=O)c1ccccc1NC(=O)C1CC(=O)N(c2ccc(OC)cc2)C1 (stereo not given)
-21 | -7 | -7 | 8 | -10 | -199 | -120 | 23 | -16 | CCOC(=O)c1c(NC(=O)CC2Nc3ccccc3NC2=O)sc(C)c1C (stereo not given)
0 | -4 | -7 | 2 | -3 | -3 | -2 | -9 | -7 | CCOC(=O)/C(=N\Nc1ccccc1Cl)N1CCN(Cc2ccccc2)CC1
-38 | 1 | -3 | 0 | -5 | -1 | 4 | -12 | -17 | O=C(O)CSc1nc(-c2ccccc2)c(-c2ccccc2)[nH]1
-13 | -2 | 4 | 0 | 2 | 0 | 6 | -12 | -14 | CCn1nc(C)c(NC(=O)c2cnn3c(C(F)F)cc(-c4ccccc4)nc23)c1C
-75 | -3 | -4 | -1 | -79 | -5 | -30 | -19 | -26 | CCOC(=O)c1c(-c2ccccc2)csc1NC(=O)c1cc(S(=O)(=O)N2CCOCC2)ccc1C
